COUP-TFII inh – NR2F2 (human) inhibition, primary screen; P24468; HEK293T NGFI-A luciferase reporter, luminescence; inhibition, % at 8.6 µM; 370,000 compounds, 0.7% hits;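 active = inhibition above a per-plate cutoff, mean inhibition of test wells between control levels plus 3 SD, cut at about 38% in these data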;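 note: cells cotransfected with COUP-TFII expression vector driving the NGFI-A reporter; 0% = median of COUP-TF2 test wells and 100% = reporter-only cells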
NR5A2 inv ag – suppresses constitutive activity of human LRH-1; AID 602396; inhibition, % at 3.6 µM; HEK293T StAR-luciferase reporter, LRH-1 transfected, 24 h; 360,000 compounds, 0.13% hits; O00482;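 active = inhibition above the mean inhibition of all tested compounds plus 3 SD, cut at about 73% in these data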;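 note: 0% = DMSO wells and 100% = reporter-only cells lacking LRH-1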
TWEAK Fn14 block – blocks TWEAK-Fn14 interaction in a reporter cell assay; TWEAK-stimulated Fn14 reporter cells, luciferase luminescence, 8 h; 360,000 compounds, 2% hits; inhibition, % at 10 µM; AID 1159606; in the data active = inhibition above about 50%
TRAIL sens C8 – caspase-8 TRAIL sensitization; NB7+C8 cells + TRAIL, ATPlite viability luminescence; inhibition (viability loss, TRAIL sensitization), % at 10 µM; 360,000 compounds, 1% hits; AID 624354;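 active = compounds causing at least 50% loss of cell viability in the single-dose screen, relative to plate controls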
TROY signal inh – inhibitors of TROY-dependent NF-kB signaling; AID 1347056; Q293 LMP1-TROYcd NF-kB luciferase reporter, 4 h; inhibition, % at 10 µM; 360,000 compounds, 0.98% hits;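 active = compounds whose plate-normalised and pattern-corrected inhibition of the luciferase reporter signal at the single screening dose is 50% or more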
LMP1 NFkB inh – Epstein-Barr LMP1 NF-kappaB reporter inhibition | LMP1-induced NF-kappaB luciferase reporter cells, luminescence | inhibition, % at 12.5 µM | 350,000 compounds, 0.69% hits | AID 504558; in the data active = inhibition above about 41%;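 note: 0% = neutral control wells and 100% = reference inhibitor control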
SRC2 inh – inhibits human steroid receptor coactivator 2; Q15596; HEK293 GAL4-SRC2 luciferase reporter, luminescence; inhibition, % at 9 µM; 370,000 compounds, 0.17% hits;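 active = inhibition above the mean inhibition of all tested compounds plus 3 SD, set per campaign, cut at about 52% in these data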;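 note: 0% = DMSO treated cells and 100% = cells given Gossypol at 36 µM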
KKLEB tox – CF airway cell cytotoxicity counter-screen; KKLEB CF airway cells viability, ATPlite luminescence, overnight; hits give low values; cells stimulated with P. aeruginosa culture filtrate; activity change (cytotoxicity), % at 5 µM; 360,000 compounds, 0.36% hits; AID 602141;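 active = corrected activity change at or below -50% at 5 µM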
CF NFkB inh – cystic fibrosis NF-kB activation inhibition. KKLEB NF-kB-GFP reporter, PAF-induced, GFP fluorescence overnight. 360,000 compounds, 0.86% hits. inhibition, % at 5 µM;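 active = at least 50% inhibition at 5 µM, scaled per plate between neutral and stimulator controls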;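 note: PAF is a Pseudomonas aeruginosa culture filtrate used as stimulus; plate controls were PAF-stimulated DMSO wells for no effect and unstimulated DMSO wells for full effect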
SRC3 inh – inhibits human SRC3 coactivator. Q9Y6Q9. HEK293 GAL4-SRC3 luciferase reporter, luminescence. inhibition, % at 3.6 µM. 360,000 compounds, 0.17% hits. AID 588352;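 active = inhibition above a per-campaign cutoff, the mean of all compounds plus 3 SD, cut at about 60% in these data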;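 note: 0% = DMSO-treated cells and 100% = gossypol-treated cells at 36 µM; higher means less SRC3-driven luciferase light from the GAL4 reporter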
NCOA1 inh – human NCOA1 inhibition | Q15788 | HEK293 GAL4-SRC1 luciferase reporter, luminescence | inhibition, % at 3.6 µM | 360,000 compounds, 0.12% hits;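 active = inhibition above the campaign mean plus 3 SD, with each screening campaign given its own cutoff, cut at about 60% in these data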;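 note: 0% = DMSO treated cells and 100% = gossypol at 36 µM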
The depositor's hits bear a star; nt = not tested or not shown.

SMILES	NR5A2 inv ag	TROY signal inh	SRC3 inh	NCOA1 inh	COUP-TFII inh	SRC2 inh	TRAIL sens C8	KKLEB tox	TWEAK Fn14 block	CF NFkB inh	LMP1 NFkB inh
COc1ccc(N2CCN(S(=O)(=O)CCNC(=O)COc3ccccc3OC)CC2)cc1	15.1	5.5	-31.4	-1.2	8.9	-5.1	18.7	6.2	26.5	-11.1	-7.4
COc1ccc(S(=O)(=O)N(CC(=O)NCCC(C)C)c2ccccc2)cc1OC	12.8	0.3	15.8	-8.2	-6.9	9.0	-5.5	-8.8	-15.3	-3.1	0.1
CC1CCN(C(=S)Nc2cccc(S(=O)(=O)N(C)C)c2)CC1	-1.8	-3.8	-7.4	-28.7	3.0	-12.3	-2.5	-7.3	-6.8	-0.4	0.4
CC1=C(C(=O)OC2CCCCCC2)C(c2ccc(C)o2)C2=C(CCCC2=O)N1 (configuration not stated)	2.4	-39.4	3.9	6.3	13.9	-11.3	-1.2	0.4	31.5	-15.3	-2.3
CC(CN1C(C)CCCC1C)OC(=O)c1cccc(Br)c1 (configuration not stated)	7.5	-40.7	-4.7	-7.0	3.0	15.0	4.4	10.7	1.5	10.2	-3.2
CCOC(=O)c1c(NC(=O)CSc2nnnn2-c2ccccc2OCC)sc2c1CC(C)(C)NC2(C)C	-30.7	8.7	3.1	1.7	7.7	1.5	6.6	-6.8	-0.1	21.7	1.7
O=C(Nc1ccc(N2CCCC2)c(Cl)c1)c1cccs1	-103.5	-69.4	-87.3	-99.0	-37.1	-116.6	26.8	16.7	-25.1	-24.0	-23.0
CSCCC(NC(=O)c1ccccc1)C(=O)NCCCn1nc(C)cc1C (configuration not stated)	-1.8	11.0	-61.2	-2.9	-6.2	-39.6	10.5	-45.4	1.9	-3.1	-2.0
COc1ccccc1CNc1ccc([N+](=O)[O-])cc1C	1.8	-9.9	16.3	18.8	-0.2	3.5	-0.9	-2.3	24.6	2.7	-8.5
O=C1O/C(=C\c2ccccc2)c2ccccc21	-20.7	-21.5	-7.4	-3.0	-15.6	-5.7	-1.9	0.7	-12.4	-21.9	-11.2
CCN(CC)CCCNC(=O)c1cc2c(=O)n(CC)c3ccccc3c2s1	-10.4	-6.5	-0.5	-21.8	-41.9	-34.3	4.4	-13.8	12.7	-17.2	-15.1
O=C(NCc1cccs1)C(=O)NCC(c1ccco1)N1CCN(c2ccc(F)cc2)CC1 (configuration not stated)	8.7	8.2	4.7	-4.0	-8.7	-15.2	0.5	12.6	5.4	-13.6	7.4
COc1ccc(-c2nc(CS(=O)(=O)CC(=O)NCc3ccccc3OC)c(C)o2)cc1	9.0	-44.2	20.9	-2.1	-6.7	0.9	4.0	0.7	18.4	2.8	-7.5
Cc1cccc(C)c1NC(=O)CN(C)C(=O)c1cc([N+](=O)[O-])ccc1N1CCOCC1	-19.5	13.7	0.2	-22.6	13.8	11.7	-2.0	-1.8	6.6	31.5	-14.4
CN(C(=O)c1cccc(NC(=O)Cc2cccc([N+](=O)[O-])c2)c1)C1CCC1	1.4	15.7	25.2	10.0	4.9	-17.2	-9.4	3.6	11.2	-13.1	7.3
COc1ccccc1NC(=O)N(CCCN1CCOCC1)Cc1cc2cc3c(cc2[nH]c1=O)OCO3	0.1	11.4	6.5	-18.4	1.9	-10.2	-5.3	-1.4	-11.5	15.1	-1.0
COc1cccc(OCc2nc3ccccc3[nH]2)c1	-106.0	-61.0	-79.3	-153.6	-26.0	-21.2	32.3	-10.1	-14.9	-36.9	-14.6
O=C(CCCN1C(=O)c2ccccc2C1=O)Nc1ccc(S(=O)(=O)N2CCCCC2)cc1	4.4	4.8	-10.4	-1.7	-1.7	11.7	-5.1	-2.0	-9.9	9.3	-6.3
O=C(NCc1cccs1)c1csc2ccccc12	-44.5	-33.7	-5.1	-22.0	nt	nt	13.9	7.2	-42.6	-3.7	-10.8
O=C1CC(=O)CC(c2ccco2)C1	9.3	-0.6	13.8	-5.8	15.2	9.1	-4.6	-2.0	15.3	5.3	5.5
O=C(N/N=C/c1ccccc1O)c1cc[n+]([O-])cc1	-8.6	14.7	13.1	-10.2	4.5	-1.6	9.9	9.5	-9.1	-2.1	8.9
O=C(c1cc([N+](=O)[O-])ccc1N1CCOCC1)N1CCCCC1	11.6	7.0	17.2	10.4	8.0	-15.7	-7.8	-8.4	5.2	-3.8	-2.6
CC(=O)c1cccc(CN2CCN(CC(C)C)C(CCO)C2)c1 (configuration not stated)	7.9	-7.1	-11.1	8.8	7.5	20.3	-0.9	6.4	2.9	-8.8	-20.8
CCSc1nnc(NC(=O)c2nc(S(=O)(=O)Cc3ccc(F)cc3)ncc2Cl)s1	-4.7	-2.3	4.0	-80.5	-7.0	26.8	23.0	-97.2*	99.5*	91.7*	5.5
N#C/C(=C\c1ccc(N2CCOCC2)o1)C(=O)NCC1CCCO1 (configuration not stated)	-14.8	10.2	-14.6	-4.9	-4.5	-6.6	-2.9	-6.8	-0.1	0.1	-1.4
Cc1cc(C)n(-c2ccc(S(N)(=O)=O)cc2[N+](=O)[O-])n1	-0.3	4.5	11.6	-8.0	8.6	-2.5	-3.7	-1.5	6.9	-4.6	-2.4
CCCCCCCC1(C)NC(=O)N(CC(=O)Nc2cc(C)on2)C1=O (configuration not stated)	-4.1	7.8	18.1	-7.2	17.7	-6.9	-6.3	-2.5	10.7	15.5	9.1
CCOC(=O)C1=CCN(S(=O)(=O)c2ccc(F)cc2)C1c1ccc(C)cc1 (configuration not stated)	-22.4	7.6	-12.9	0.9	-7.1	0.3	-8.6	-14.2	16.8	-23.7	nt
Cc1nnc(SCC(=O)N2CCc3ccccc3C2)n1-c1ccccc1	0.0	-0.7	-2.6	9.2	23.4	-7.3	-7.8	3.0	2.0	10.4	0.2
CCOC(=O)CSc1nnc(-c2ccco2)n1-c1ccccc1	23.6	20.4	-5.0	-13.2	10.6	-28.4	-8.6	-2.9	2.5	12.2	6.0
CCOC(=O)c1ccc(NC(=O)CSc2nc3c(c(=O)n2C)SC(C)C3)cc1 (configuration not stated)	-17.6	36.8	14.9	-0.5	33.4	8.3	26.6	-7.0	7.8	4.7	4.9
Cc1onc(-c2ccccc2)c1C(=O)c1c[nH]c(C(=O)NCc2ccncc2)c1	-4.1	12.8	22.3	6.2	16.9	1.6	9.2	-3.9	29.1	12.6	-3.0
CCN(Cc1nc2ccccc2c(=O)[nH]1)Cc1cc(=O)oc2cc(OC)ccc12	14.1	-12.8	1.7	-9.6	3.0	-1.2	-2.9	-3.3	19.4	-3.8	-0.2
CN1CCS/C1=C\C=C1/SC(=S)N(CC(=O)O)C1=O	-21.2	-8.5	-15.1	6.5	-19.9	-2.8	7.8	-25.8	13.8	16.1	5.3
Cc1nnc(-c2cnn(C)c2N)n1Cc1ccc(Cl)cc1	-6.5	12.3	9.6	-7.6	11.6	2.5	-0.7	-1.9	1.4	2.7	-3.7
CC(/C=N/n1c(-c2cccnc2)n[nH]c1=S)=C\c1ccccc1	-10.6	18.9	9.0	21.1	0.1	-3.5	-6.5	13.5	5.6	12.3	4.0
Oc1c(N=NC(=S)Nc2ccccc2F)c2ccccc2n1Cc1ccccc1	-1.6	30.4	-0.2	2.4	0.3	17.4	15.5	-11.1	20.5	23.2	45.1*
CCOc1ncccc1C(=O)NCC(c1ccccc1)N(C)C (configuration not stated)	-33.5	-16.1	-23.3	9.1	-2.4	-46.1	3.8	4.2	-5.1	-12.6	-11.7
O=C(O)C1CCCN1S(=O)(=O)c1ccc2[nH]c(=O)c(=O)[nH]c2c1 (configuration not stated)	14.2	10.8	8.2	-13.3	15.1	6.8	1.1	-3.2	10.1	-2.4	-0.9
O=S(=O)(NCc1ccc2c(c1)OCO2)c1ccc(Cl)s1	11.7	-14.5	11.8	-0.6	-18.2	-4.5	5.4	-7.6	-5.1	-13.5	1.7
Cc1ccc(NC(=O)CN(C)CC(=O)N(C)Cc2ccccc2)cc1	-3.5	-13.9	5.8	-16.8	13.7	4.1	7.3	5.3	-1.1	-11.5	-4.7
CCOC(=O)c1c(NC(=O)CSc2nnc(N)s2)sc(C)c1-c1ccc(C)cc1	-14.4	23.5	4.7	0.8	27.8	5.7	15.8	-2.1	30.1	4.6	4.7
O=S(=O)(c1ccc(Br)s1)N1CCNCC1	-4.7	4.3	5.7	-0.6	9.1	7.7	10.6	-21.1	-16.0	23.4	-2.5
COc1ccc(S(=O)(=O)N2CCN(c3ccccc3)CC2)cc1C(=O)N1CCCC1	2.5	2.9	16.2	-3.5	26.1	1.7	-7.3	1.6	-8.4	-5.0	14.2
C=COCCNC(=O)C1CC(=O)N(c2ccc(C)cc2)C1 (configuration not stated)	-0.9	5.8	-9.8	8.7	-14.4	-19.1	-9.4	10.7	5.8	3.0	-1.6
COc1cccc(Nc2nc(-c3sc(NC(=O)c4ccccc4)nc3C)cs2)c1	-50.6	-27.1	-37.7	-70.2	-29.3	-26.6	13.3	-1.6	20.3	17.4	8.4
Cc1ccc(S(=O)(=O)N2CCC(C(=O)OCC(=O)N3CCc4ccccc43)CC2)cc1	-2.8	-14.5	-11.7	-5.7	2.1	11.0	-13.1	-14.7	-28.8	-6.8	6.3
CN(C)/C=N/c1[nH]ncc1C#N	-0.3	15.0	12.6	-21.4	3.1	-16.9	-15.7	-2.5	-10.0	-7.2	0.2
Cc1ccc2[nH]c(=O)c(CN(Cc3cccs3)C(=S)NCc3ccco3)cc2c1	6.4	-9.3	9.1	0.3	5.5	-11.2	26.6	-1.8	38.9	6.4	-3.7
C=C(CCO)C1=CCN(S(=O)(=O)C(C)(C)C)[C@H]1CCO	-23.7	10.6	-5.5	-10.1	-11.7	-12.8	-18.6	-5.0	1.4	13.7	-7.0
O=C(COC(=O)c1ccccn1)Nc1ncc(C(F)(F)F)cc1Cl	-18.1	-13.0	-7.8	-13.4	-11.2	3.1	-5.0	-6.0	7.9	-4.7	-5.6
[O-][n+]1c2c(nn1-c1ccccc1Cl)-c1nonc1CC2	12.1	15.2	5.3	2.7	7.7	15.0	-11.3	-5.0	20.6	-15.3	-7.2
COc1cc(CNCc2cccs2)ccc1OCC(=O)NC(C)(C)C	9.2	5.9	-10.5	1.1	8.3	1.2	4.5	-4.3	0.2	12.9	-5.3
CC(C)(CC(=O)O)CC(=O)N1CCN(c2nc3cc(Cl)ccc3s2)CC1	-26.1	-29.3	-14.5	-25.7	nt	nt	22.1	-0.9	-7.2	-8.3	-12.4

Part of the list above, with values under each structure.
Value order – NR5A2 inv ag	TROY signal inh	SRC3 inh	NCOA1 inh	COUP-TFII inh	SRC2 inh	TRAIL sens C8	KKLEB tox	TWEAK Fn14 block	CF NFkB inh	LMP1 NFkB inh
Oc1c(N=NC(=S)Nc2ccccc2F)c2ccccc2n1Cc1ccccc1
  -1.6	30.4	-0.2	2.4	0.3	17.4	15.5	-11.1	20.5	23.2	45.1*
CCOc1ncccc1C(=O)NCC(c1ccccc1)N(C)C (configuration not stated)
  -33.5	-16.1	-23.3	9.1	-2.4	-46.1	3.8	4.2	-5.1	-12.6	-11.7
